# All columns: NCI-60 one-dose screen, growth in % after 48 h at 10 µM unless noted; 100 = growth as untreated, 0 = no growth, -100 = all killed.
# OVCAR-5 – OVCAR-5 ovarian cancer | hit rate 2.9% among 82,000 | AID 1794783
# OVCAR-4 – OVCAR-4 ovarian cancer cells | hit rate 3.7% among 80,000
# U251 – U251 CNS tumor cells. hit rate 5.4% among 80,000. AID 1794753
# PC-3 – PC-3 prostate cancer cells; hit rate 3.9% among 80,000; AID 1794754
# SF-268 – SF-268 CNS cancer cells; hit rate 3.1% among 82,000; AID 1794759
# SK-OV-3 – SK-OV-3 ovarian cancer cells; hit rate 3.2% among 80,000
# OVCAR-3 – OVCAR-3 ovarian cancer. hit rate 7% among 79,000. AID 1794787
# DU-145 – DU-145 prostate cancer; hit rate 4.2% among 81,000; AID 1794760
# OVCAR-8 – OVCAR-8 ovarian cancer; hit rate 4.4% among 81,000; AID 1794782
# * hit, by the source's call; nt = not tested or not shown; & = joins results of further samples; ! = not active in a repeat. Rule for the calls: active = growth percent below 10; inactive = the rest.
# Keys – A = OVCAR-5; B = OVCAR-4; C = U251; D = PC-3; E = SF-268; F = SK-OV-3; G = OVCAR-3; H = DU-145; I = OVCAR-8
> O=C(Nc1cc2c(cc1Cl)-c1ccc([N+](=O)[O-])cc1/C2=N\O)C(F)(F)F
  A: 96; B: 88; C: 75; D: 66; E: 115; F: 96; G: 105; H: 107; I: 101

> Cc1ccc(NC(=O)COC(=O)c2ccc(S(=O)(=O)N3CCCCCC3)cc2)cc1
  A: 84; B: 105; C: 104; D: 94; E: 95; F: 79; G: 106; H: 108; I: 99

> Oc1ccc(-c2nc(-c3ccc4oc5ccc(-c6[nH]c(-c7ccc(O)cc7)nc6-c6ccccc6)cc5c4c3)c(-c3ccccc3)[nH]2)cc1
  A: 74; B: 53; C: 58; D: 52; E: 64; F: 87; G: 44; H: 89; I: 73

> COc1ccc2oc(N)nc2c1
  A: 100; B: 128; C: 98; D: 104; E: 90; F: 107; G: 107; H: 90; I: 107

> NCC[C@@H](O)C(=O)N[C@@H]1C[C@H](N)[C@@H](O[C@H]2O[C@H](CN)[C@@H](O)[C@H](O)[C@H]2O)[C@H](O)[C@H]1O[C@H]1O[C@H](CO)[C@@H](O)[C@H](N)C1O (stereo not given in full)
  A: 101; B: nt; C: 106; D: 88; E: 98; F: 104; G: 102; H: 107; I: 104

> CCCCCCCCCC(=O)Oc1ccc(/C(=C(/C)c2ccccc2)c2ccc(OCCN3CCCC3)cc2)cc1
  A: 54; B: 33; C: -34*; D: 16; E: 39; F: 34; G: 43; H: 56; I: 55

> O=C(N/N=C/C[C@@H]1[C@@H](CO)[C@H](O)C[C@@H]1O)c1ccncc1
  A: 107; B: 107; C: 86; D: 90; E: 101; F: 79; G: 114; H: 109; I: 77

> CCN(CC)CCNC(=O)c1ccc(C(=O)NCCN(CC)CC)cc1
  A: 114; B: 116; C: 108; D: 97; E: 105; F: 92; G: 126; H: 122; I: 116

> COc1cc(C2=NN(c3ccc(Cl)cc3)C(c3cccc(Nc4ccnc5cc(Cl)ccc45)c3)C2)cc(OC)c1OC (stereo not given)
  A: 97; B: 78; C: 91; D: 57; E: 74; F: 65; G: 87; H: 93; I: 90

> CCOC(=O)C1=C(C)N=C2Sc3cccc(OC)c3N2[C@H]1c1ccccn1
  A: 110; B: 96; C: 96; D: 88; E: 94; F: 99; G: 107; H: 105; I: 97

> Cn1nnnc1N1CCC(NC(=O)/C=C/c2c(F)cccc2F)CC1
  A: 98; B: 98; C: 99; D: 95; E: 98; F: nt; G: 108; H: 101; I: 101

> O=c1[nH]c(=O)c2c(-c3cc4ccccc4oc3=O)ccnc2[nH]1
  A: 111; B: 88; C: 19; D: 85; E: 80; F: 71; G: 99; H: 88; I: 62

> O=C(NCc1ccccc1)NNC(=O)c1ccc(-n2cc(-c3ccccc3)nn2)cc1
  A: 115; B: 103; C: 99; D: 94; E: 96; F: 89; G: 108; H: 96; I: 99

> O=C1c2cccnc2-c2nccc3c2c1nc1cc(Br)ccc13
  A: -53*!; B: -85*; C: -98*; D: -87*; E: -64*; F: -96*; G: -95*; H: -100*; I: -42*

> COc1ccc(/C=N/c2n[nH]c(-c3cccc(Cl)c3)n2)cc1
  A: 101; B: 108; C: 96; D: 95; E: 98; F: 99; G: 98; H: 99; I: 97

> CNS(=O)(=O)Cc1ccc2[nH]cc(CCN(C)C)c2c1
  A: 99; B: 106; C: 101; D: 93; E: 105; F: 106; G: 111; H: 109; I: 104

> COc1cc2ccc(CC#N)cc2cc1OC
  A: 111; B: 95; C: 99; D: 88; E: 92; F: 105; G: 109; H: 103; I: 107

> CCCCOc1nc2ccc(C)cc2cc1/C=C/C(=O)/C=C(O)/C=C/c1cc2cc(C)ccc2nc1OCCCC
  A: 102; B: 116; C: 88; D: 99; E: 103; F: 90; G: 113; H: 112; I: 100

> Oc1ccc2ccccc2c1N=Nc1nc(-c2ccccc2)cs1
  A: 66; B: 38; C: 27; D: 60; E: 45; F: 44; G: 37; H: 50; I: 31

> CC1=C(O)C(=O)C=C1
  A: 110; B: 132; C: 96; D: 95; E: 105; F: 107; G: 114; H: 121; I: 102

> CCOC(=O)c1sc(/N=C2\C(=O)Nc3ccc(Cl)cc32)nc1C
  A: 108; B: 106; C: 105; D: 96; E: 96; F: 92; G: 95; H: 103; I: 99

> C#CCOc1ccccc1C(OC(=O)c1ccc2ccccc2c1)C(=O)NC(C)(C)C(C)(C)C (stereo not given)
  A: 99; B: 100; C: 103; D: 98; E: 99; F: 111; G: 110; H: 107; I: 102

> O=S(=O)(Oc1ccc(-c2cnc3ccccc3n2)cc1)c1ccccc1
  A: 102; B: 97; C: 92; D: 90; E: 99; F: 107; G: 112; H: 108; I: 100

> Cn1c(-c2ccc(Br)cc2)cc(=O)c2ccccc21
  A: 103; B: 99; C: 89; D: nt; E: 100; F: nt; G: 107; H: 112; I: 94

> O=C(O)c1cc(=O)c2c(OCC(O)COc3cccc4oc(C(=O)O)cc(=O)c34)cccc2o1
  A: 110; B: 114; C: 103; D: 99; E: 114; F: 99; G: 121; H: 117; I: 104

> C[N+]1(CC(=O)c2ccccc2)CCCCC1
  A: 96; B: 113; C: 104; D: 91; E: 112; F: 106; G: 105; H: 107; I: 114

> O=C(CCCCCCCCC(=O)Nc1cccc(C2=NCCN2)c1)Nc1cccc(C2=NCCN2)c1
  A: 109; B: 102; C: 92; D: 85; E: 103; F: 113; G: 112; H: 100; I: 107

> Cc1cc(Nc2ccc(CCO)cc2)nc(N)n1
  A: 99; B: 103; C: 106; D: 101; E: 97; F: 104; G: 100; H: 101; I: 103

> CCOC(=O)c1nc(Nc2ccc(NC(=O)Nc3ccc(OC)cc3)cc2)c2ccccc2n1
  A: 102; B: 112; C: 91; D: 111; E: 96; F: 107; G: 104; H: 107; I: 101

> Cc1ccc2c(c1)sc(-c1ccc(N(C)C)cc1)[n+]2C
  A: 14; B: 20; C: -2.1*; D: nt; E: 19; F: -14*; G: -15*; H: 20; I: 16

> CCCCCCCCCCOc1ccc(/C=C/C(=O)c2ccc(OC)cc2)cc1
  A: 104; B: 75; C: nt; D: 92; E: 107; F: 112; G: 124; H: 113; I: 97

> Nc1cc(C(=O)O)[nH]c(=S)n1
  A: 96; B: 105; C: 95; D: 100; E: 99; F: 115; G: nt; H: 106; I: 101

> C[C@@]1(CCC#N)[C@H]2CC[C@@H]3[C@H]4[C@H](C(=O)/C=C/c5cccnc5)CC[C@]4(C(=O)NC4CCCCC4)CC[C@@]3(C)[C@]2(C)CC[C@H]1C(=O)/C=C/c1cccnc1
  A: 108; B: 41; C: 67; D: 33; E: 61; F: 93; G: 71; H: 83; I: 54

> CC1(c2cc3cc(Cl)ccc3oc2=O)NC(=O)c2c(/C=C/C(=O)OC3CC4CCC3(C)C4(C)C)cccc2N1 (stereo not given)
  A: 81; B: 54; C: 53; D: 26; E: 78; F: 66; G: 69; H: 71; I: 70

> CCC(=O)C(CC)c1ccccc1OC (stereo not given)
  A: 103; B: 112; C: 106; D: 95; E: 106; F: 110; G: 114; H: 115; I: 105

> NC(N)=NC(=O)c1nc(Cl)c(N)nc1N
  A: 100; B: nt; C: 104; D: 84; E: 90; F: 104; G: 104; H: 109; I: 98

> CC(=O)N1N=C(c2ccc(Nc3nc(Nc4ccccc4)nc(Nc4ccccc4)n3)cc2)CC1c1ccccc1 (stereo not given)
  A: 92; B: 97; C: 93; D: 80; E: 89; F: 95; G: 89; H: 98; I: 83

> CCOC(=O)C1(C(=O)OCC)CC1
  A: 110; B: 102; C: 94; D: 98; E: 105; F: 111; G: 111; H: 109; I: 100

> CC1=C(C(=O)Nc2cc(C)ccc2C)C(c2cccc([N+](=O)[O-])c2)C(C(=O)Nc2cc(C)ccc2C)=C(C)N1
  A: 90; B: 69; C: 65; D: 37; E: 58; F: 97; G: 80; H: 78; I: 78

> O=C(NNC(=S)NCCc1ccccc1)c1ccc(OCc2nc3ccc(Cl)cc3[nH]2)cc1
  A: 113; B: 50; C: 88; D: 67; E: 70; F: 102; G: 68; H: 79; I: 86

> O=S(=O)(NC1C2c3ccccc3C(c3ccccc32)C1O)c1ccc(Cl)cc1 (stereo not given)
  A: 99; B: 99; C: 99; D: 89; E: 84; F: 91; G: 116; H: 97; I: 102

> CCCCCCCCCCCCSP(SCCCCCCCCCCCC)SCCCCCCCCCCCC
  A: 113; B: 116; C: 100; D: 99; E: 112; F: 104; G: 112; H: 117; I: 101

> CCCCCCCCCCCCCCCCCCCCBr
  A: 111; B: 121; C: 105; D: 96; E: 111; F: 112; G: 126; H: 122; I: 105

> Cc1ccc(NC(=S)S)cc1
  A: 100; B: 90; C: 93; D: 83; E: 104; F: 91; G: 87; H: 104; I: 94

> N#Cc1nc(-c2ccccc2)oc1N1CCC[C@H]1CO
  A: 100; B: 102; C: 101; D: 114; E: 98; F: 133; G: 105; H: 99; I: 106

> Cc1[nH]c2ccccc2c1/C=N/Nc1ncnc2sc3c(c12)CCN(CC(=O)O)C3
  A: 110; B: 109; C: 109; D: 89; E: 95; F: 108; G: 106; H: 114; I: 99

> O=C(c1ccc(O)cc1)c1ccc(O)cc1
  A: 105; B: nt; C: 94; D: 103; E: 102; F: 114; G: 111; H: 110; I: 100

> COc1cc(/C=C/C(=O)c2ccc(C)cc2)ccc1Oc1nc(Nc2ccc(F)cc2)nc(N(C)C)n1
  A: 79; B: 39; C: 11; D: 51; E: 47; F: 79; G: 52; H: 50; I: 38

> CN(C)CCC(C(=O)c1ccccc1)c1ccccn1 (stereo not given)
  A: 109; B: 111; C: 100; D: 93; E: 92; F: 102; G: 104; H: 95; I: 107

> CCCCCCCCCCCCCCCc1cc(O)cc(O)c1
  A: 94; B: 84; C: 101; D: 78; E: 85; F: 110; G: 110; H: 108; I: 100

> CC(C)OC(=O)CCCCCCCC(=O)OC(C)C
  A: 95; B: 96; C: 96; D: 103; E: 98; F: 101; G: 111; H: 105; I: 93

> CC(Oc1ccc(C(=O)NS(=O)(=O)c2ccccc2Cl)cc1C(F)(F)F)c1ccc(Oc2ccccc2)cn1 (stereo not given)
  A: 106; B: 107; C: 94; D: 107; E: 98; F: 106; G: 105; H: 107; I: 104

> CCOC(=O)c1ccc(Nc2ncnc3ccc(NC(=O)c4cccs4)cc23)cc1
  A: 97; B: 99; C: 98; D: 74; E: 101; F: 113; G: 104; H: 88; I: 84

> NCCC1CCCCCC1
  A: 98; B: nt; C: nt; D: 90; E: 111; F: 98; G: 115; H: 115; I: 107

> CN(C)c1ccc(C=C2C=CC=C2)cc1
  A: 102; B: 130; C: 87; D: 93; E: 103; F: 105; G: 120; H: 113; I: 104

> C=CCN1c2ccccc2Sc2cnccc21
  A: 97&100; B: 96&101; C: 93&94; D: 102&91; E: 96; F: 105&111; G: 96&113; H: 103&111; I: 97&93

> Clc1ccc(C2=CCCCC2)cc1
  A: 100; B: 108; C: 94; D: 85; E: 115; F: nt; G: 116; H: 116; I: 97

> c1ccc(-c2cc3cc4ccccc4cn3c2)cc1
  A: 112; B: 76; C: 82; D: 79; E: 96; F: 92; G: 89; H: 101; I: 85

> C[N+](C)(CCOc1ccccc1)Cc1ccccc1
  A: 110; B: 90; C: 79; D: 93; E: 87; F: 99; G: 92; H: nt; I: 100

> COc1cc(-c2nnc(SCc3nc4ccc(Cl)cc4n3CCO)o2)cc(OC)c1OC
  A: 88; B: 100; C: 105; D: 85; E: 106; F: 99; G: 97; H: 109; I: 102

# Next part:
# Keys – A = OVCAR-5; B = OVCAR-4; C = U251; D = PC-3; E = SF-268; F = SK-OV-3; G = OVCAR-3; H = DU-145; I = OVCAR-8
> O=C(O)CC=C(c1ccccc1)c1ccccc1
  A: 103; B: 126; C: 87; D: 90; E: 105; F: 92; G: 123; H: 115; I: 93

> N#Cc1ccccc1[N+](=O)[O-]
  A: 104; B: 111; C: 104; D: 97; E: 101; F: 101; G: 109; H: 107; I: 105

> CCC(CCN)(CCN)[N+](=O)[O-]
  A: nt; B: 108; C: 105; D: 86; E: 94; F: 95; G: 111; H: 115; I: 102

> CCOC(=S)SCCc1ccccc1
  A: 108; B: 103; C: 99; D: 85; E: 95; F: 96; G: 101; H: 107; I: 102

> CC(=O)Nc1c(C)cc(C)cc1C
  A: 115; B: 96; C: 99; D: 103; E: 95; F: 113; G: 102; H: 101; I: 104

> Cc1ccc(C(C)C)cc1NC(=O)Nc1ccc([N+](=O)[O-])cc1
  A: 27; B: 28; C: 15; D: nt; E: 30; F: 7.0*; G: -22*; H: 12; I: 15

> O=C1OC(Oc2ccccc2)(c2ccccc2)c2ccccc21 (stereo not given)
  A: 100; B: nt; C: 91; D: 91; E: 95; F: 106; G: 97; H: 108; I: 102

> O=C(NCCN1CCOCC1)Nc1ccc(-c2cc3c(Nc4ccc(Oc5cccc(C(F)(F)F)c5)c(Cl)c4)ncnc3s2)cc1
  A: 36; B: 39; C: 0.4*; D: nt; E: 29; F: 24; G: 41; H: 45; I: 41

> O=C(NC1CCCCC1)c1csnn1
  A: 110; B: 104; C: 103; D: 90; E: 102; F: 105; G: 109; H: 111; I: 104

> O=S(=O)(NCCNc1nccc(-c2c(-c3ccc(F)cc3)nc3sccn23)n1)c1ccc(O)cc1
  A: 82; B: 68; C: 40; D: 45; E: 39; F: 62; G: 58; H: 49; I: 42

> CCC(=O)C[n+]1cccc2c3ccccc3ccc21
  A: 106; B: 101; C: 76; D: 92; E: 111; F: 106; G: 106; H: 124; I: 85

# Source: PubChem BioAssay (NCI)
